TMEM16A act = activators or potentiators of mouse TMEM16A chloride channel. Q8BHY3. HEK293 TMEM16A/YFP-H148Q/I152L, iodide quench fluorescence; hits give low values. B-score at 10 µM. 340,000 compounds, 0.3% hits. AID 623877;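 active = fluorescence-ratio B-score plate-corrected deviation score at least 3 library SD below zero, with starting fluorescence score within 5 deviations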;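 also: channel opened by trigger with iodide after compound preincubation; score built on the fluorescence ratio of max minus min over baseline; more negative score means more quench and so TMEM16A activation or potentiation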
TRPC6 inhibitor = mouse TRPC6 channel inhibition | AID 2553 | Q61143 | B-score at 10 µM | HEK293-TRPC6, membrane potential dye, ACh-evoked depolarization; hits give low values | 310,000 compounds, 1.1% hits;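 active = B-score under library mean minus 3 SD, initial fluorescence not abnormally high, positive integrated signal ratio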;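 also: B-score derived from integrated fluorescence ratio over the kinetic read; more negative B-score means stronger inhibition of depolarization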
MrgX1 antag = blocks BAM8-22 activation of human MrgX1 receptor; Q96LB2; MRGX1-HEK293 calcium flux, Fluo-4, BAM8-22 antagonism; hits give low values; B-score at 10 µM; 310,000 compounds, 1.3% hits; AID 588676;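 active = calcium-response B-score plate-corrected more than 3 library SD below zero, starting fluorescence within 5 deviations, no agonist response on first addition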;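 also: peak minus trough fluorescence over baseline after final BAM8-22 challenge near maximal dose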
Target sequence (Q96LB2 whole entry, looked up): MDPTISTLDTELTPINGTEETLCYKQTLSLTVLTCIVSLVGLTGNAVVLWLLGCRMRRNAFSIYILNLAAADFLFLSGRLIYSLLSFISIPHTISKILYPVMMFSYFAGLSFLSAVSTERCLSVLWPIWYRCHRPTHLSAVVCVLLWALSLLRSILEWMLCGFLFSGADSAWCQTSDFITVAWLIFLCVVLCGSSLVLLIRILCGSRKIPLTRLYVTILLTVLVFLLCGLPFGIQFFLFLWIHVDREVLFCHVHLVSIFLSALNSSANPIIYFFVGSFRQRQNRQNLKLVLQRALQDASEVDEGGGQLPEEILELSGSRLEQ
SKKanGAS inh = blocks kanamycin growth of S. pyogenes SKKanGAS strain. BacTiter-Glo, 6 h. inhibition, % at 7.5 µM. 300,000 compounds, 1.3% hits;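 active = mean replicate score, as percent of positive control median, at least 50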;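 also: strain carries kanamycin resistance gene driven by streptokinase promoter and grows in 40 µg/ml kanamycin; loss of luminescence reflects streptokinase promoter inhibition or plain growth inhibition; 0% = median of DMSO wells and 100% = positive control at its reference dose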
MrgX1 allo act = human MrgX1 positive allosteric modulation, primary screen; B-score at 10 µM; 310,000 compounds, 0.63% hits; MrgX1-HEK293, Fluo-4 calcium flux, FDSS; hits give high values; Q96LB2;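 active = plate-corrected calcium response at least 3 library SD above typical, normal starting fluorescence, not activating the receptor alone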;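 also: compound read alongside a low EC10 to EC30 dose of BAM8-22 agonist; peak minus trough fluorescence over baseline measured at the second addition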
ANO1 block = inhibitors of mouse TMEM16A calcium-activated chloride channel; AID 588511; Q8BHY3; HEK293 TMEM16A/YFP iodide influx fluorescence, ionomycin; 310,000 compounds, 1.2% hits; normalized B-score (activity score, 25-100; higher = stronger inhibition) at 10 µM;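 active = ratio plate-corrected score three or more library SD toward inhibition, starting fluorescence score within five deviations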;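 also: score derived from kinetic fluorescence span divided by baseline fluorescence per well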
TRPC6 activator = activates the mouse TRPC6 cation channel | Q61143 | HEK293-TRPC6 membrane potential dye fluorescence; hits give high values | B-score at 10 µM | 310,000 compounds, 0.13% hits;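 active = B-score of the integrated fluorescence ratio above library mean plus 3 SD, and starting fluorescence ratio within library mean plus 5 SD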;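 also: higher score means more depolarization so channel activation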
HDAC3 inh = inhibitors of human histone deacetylase 3; inhibition, % at 8.3 µM; recombinant HDAC3, fluorogenic peptide/trypsin coupled, fluorescence; 320,000 compounds, 0.15% hits; AID 2718; in the data active = inhibition above about 26%, passing the limit was not always enough
Target sequence (O15379 whole entry, looked up): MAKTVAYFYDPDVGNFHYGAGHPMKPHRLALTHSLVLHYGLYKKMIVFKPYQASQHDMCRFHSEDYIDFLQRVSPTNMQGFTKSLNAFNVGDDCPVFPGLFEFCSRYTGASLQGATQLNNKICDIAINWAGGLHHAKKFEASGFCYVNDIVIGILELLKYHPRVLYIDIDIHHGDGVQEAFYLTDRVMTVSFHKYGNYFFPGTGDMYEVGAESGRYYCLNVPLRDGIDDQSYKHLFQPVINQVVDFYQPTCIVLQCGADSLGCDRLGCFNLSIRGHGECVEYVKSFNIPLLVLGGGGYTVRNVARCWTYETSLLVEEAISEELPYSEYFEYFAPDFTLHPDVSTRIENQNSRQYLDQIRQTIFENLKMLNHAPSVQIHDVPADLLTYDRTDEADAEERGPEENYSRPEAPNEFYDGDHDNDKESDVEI
MrgX1 agonist = human MrgX1 receptor agonism, primary screen; Q96LB2; MrgX1-HEK293 cells, Fluo-4 calcium fluorescence, agonist mode; hits give high values; B-score at 10 µM; 310,000 compounds, 0.44% hits; AID 588627;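 active = calcium response B-score plate-corrected fluorescence ratio at least 3 library SD, with starting fluorescence B-score inside 5 SD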
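Assay system: stable human MrgX1 HEK293 cell line. Quantity: 15,000 cells per well. Schedule: cells plated overnight, dye loaded 0.5 h 37 °C, 0.5 h room temperature. Detection: Fluo-4 NW calcium-flux fluorescence, kinetic read. Read-out basis: peak-minus-minimum fluorescence over baseline, converted to B scores. Control set: positive and negative control wells on each plate.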
RGS4 inh = inhibitors of human RGS4; 310,000 compounds, 0.45% hits; HEK293 M3R/RGS4 inducible, Fluo-4 calcium flux; hits give high values; triggered by carbachol at its EC20; AID 463165; P49798; B-score at 10 µM;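 active = B-score, a plate-corrected calcium signal, over three deviations above library mean, with baseline fluorescence within five deviations of library mean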;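 also: RGS4 expression induced by doxycycline in cells with stable M3 receptor; B-score is computed from the integrated fluorescence ratio over baseline after carbachol; higher B-score means a larger calcium signal and so more RGS4 inhibition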
Target sequence (P49798 whole entry, looked up): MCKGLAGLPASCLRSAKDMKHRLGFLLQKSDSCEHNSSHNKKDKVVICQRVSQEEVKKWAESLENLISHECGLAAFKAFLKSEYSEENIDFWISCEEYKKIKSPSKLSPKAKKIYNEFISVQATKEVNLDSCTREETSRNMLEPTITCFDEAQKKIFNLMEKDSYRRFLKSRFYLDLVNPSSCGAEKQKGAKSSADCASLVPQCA
RGS4 act = RGS4 potentiation or activation. HEK293 M3R/inducible RGS4, carbachol calcium flux Fluo4; hits give low values. B-score at 10 µM. 310,000 compounds, 0.92% hits. AID 463111;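 active = B-score of the integrated calcium signal more than 4 SD below the library mean, with starting fluorescence not abnormally high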;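 also: negative B-score means reduced calcium response which marks RGS4 activation or potentiation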
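Reagent: ECmax carbachol challenge; Test system: M3R-expressing HEK293 line, RGS4 induced by doxycycline; Schedule: overnight RGS4 induction, 30 min dye load 37 °C, 20 min compound RT; Detection: calcium dye Fluo4 fluorescence; Read-out: Agonist-evoked peak-minus-minimum fluorescence over baseline, integrated ratio, B score.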
The depositor's hits bear a star; i = inactive; nt = not tested or not shown.

No.	SMILES	MrgX1 agonist	HDAC3 inh	MrgX1 allo act	RGS4 inh	MrgX1 antag	TMEM16A act	TRPC6 inhibitor	TRPC6 activator	RGS4 act	ANO1 block	SKKanGAS inh
1	CCCc1cc(-c2n[nH]c(C(=O)OCC)c2-c2cscn2)c(O)cc1O	i	6	i	i	i	i	i	i	i	i	-1
2	C/C(=N\NS(=O)(=O)c1cccc([N+](=O)[O-])c1)c1cc2ccccc2o1	i	4	8.9*	i	i	i	i	i	i	i	-2
3	COC(=O)c1cc(CSc2nc3ccccc3c(=O)n2C)oc1C	i	0	i	i	i	i	i	i	i	100*	-1
4	CCN(CC)C(=O)c1oc2ccc(S(=O)(=O)N3CCCCCC3)cc2c1C	i	0	i	i	i	i	i	i	i	i	3
5	CCOC(=O)C1CCN(C(=O)COc2ccc(Cl)cc2C)CC1	i	-4	i	i	i	i	i	i	i	i	-4
6	C=CCn1c(O)c(C2=c3ccccc3=NC2=O)s/c1=N/c1nccs1	i	4	i	i	i	i	i	i	i	i	-38
7	COc1ccccc1-c1c(C)nn2c(N3CCN(Cc4ccccc4)CC3)cc(C)nc12	i	1	i	i	i	i	i	i	i	i	-5
8	Cc1cc(NC(=O)C(C)SCC(=O)O)no1 (stereo not drawn)	i	-5	i	i	i	i	i	i	i	i	-6
9	O=C(/C=C/Nc1ccccc1C(F)(F)F)c1ccco1	i	-12	i	i	i	i	i	i	i	i	-9
10	COc1ccccc1C(=O)Nc1nc(C)cc(C)n1	i	-5	i	i	i	i	i	i	i	i	3
11	CN(C(=S)Nc1ccccc1)c1ccccc1	i	-4	i	i	i	i	i	i	i	i	8
12	N#Cc1c(NC(=O)c2cc([N+](=O)[O-])ccc2N2CCOCC2)sc2c1CCCC2	i	1	i	i	i	i	i	i	i	i	3
13	Cc1c(C(=O)OCC(=O)N2CC(C)CC(C)C2)oc2ccccc12 (stereo not drawn)	i	-4	i	i	i	i	i	i	i	i	0
14	CC1CCCCN1C(=O)CSc1nnc(-c2cccnc2)n1C1CCCCC1 (stereo not drawn)	i	13	i	i	i	i	i	i	i	i	3
15	O=C(CN(C(=O)CCC(=O)Nc1ccccn1)c1ccc(F)cc1)NCc1ccc(F)cc1	i	0	i	i	i	i	i	i	i	i	-1
16	S=c1nc(C2CCCCC2)[nH]c2ccccc12	i	5	i	i	i	i	i	i	i	i	2
17	Cc1cccc(CN2CCCC(C(=O)Nc3ccccc3Oc3cccnc3)C2)c1 (stereo not drawn)	i	-14	i	i	i	i	i	i	i	i	4
18	COC(=O)c1ccc(OCCN2C3=NCCN3c3ccccc32)cc1	i	3	i	i	i	i	i	i	i	i	4
19	CN(C)CCN(CC1CCCN(Cc2ccccc2F)C1)C(=O)c1ccc(Cl)cc1 (stereo not drawn)	i	1	i	i	i	i	i	i	i	i	-6
20	C=C(C)CC1(NC(C)c2ccccc2)CCCCC1 (stereo not drawn)	i	1	i	i	i	i	-5.1*	i	i	i	-16
21	COc1ccccc1NC(=O)C(C)OC(=O)CCCc1c[nH]c2ccccc12 (stereo not drawn)	i	-2	i	i	i	i	i	i	i	i	-2
22	CN1C2CCC1/C(=C\c1ccccc1Cl)C(=O)/C2=C\c1ccccc1Cl	nt	nt	nt	i	nt	nt	i	i	i	nt	7
23	CCOC(=O)c1sc(NC(=O)c2ccncc2)c(C#N)c1C	i	nt	i	i	i	i	i	i	i	25*	-9
24	CN(Cc1cn(C)nc1-c1cccc(Cl)c1)Cc1nccn1C	i	0	i	i	i	i	i	i	i	i	1
25	O=C(/C=C/c1ccco1)NC(=S)N1CCCCC1	i	6	i	i	i	i	i	i	i	i	-4
26	Cc1cc(=O)oc2cc(OCC(=O)Nc3ccccc3C(N)=O)c(Cl)cc12	i	3	i	i	i	i	i	i	i	i	-7
27	CCOc1cc(N2CCOCC2)c(OCC)cc1NC(=O)COc1cccc2cccnc12	i	5	i	i	i	i	i	i	i	i	6
28	N#Cc1c(SCC(=O)Nc2ccc(C(F)(F)F)cc2)sc2c(O)cc(=O)[nH]c12	i	-2	i	i	i	i	i	i	i	i	14
29	Cc1ccc(Cl)cc1N1CCN(S(=O)(=O)c2c(C)nc3scc(C)n3c2=O)CC1	i	1	i	i	i	i	i	i	i	i	29
30	CCCC(=O)OCCNc1cc(SCCC(=O)OC)c2nonc2c1[N+](=O)[O-]	i	7	i	i	i	i	i	i	i	i	3
31	Cc1ccc(C(=O)NNC2=Nc3cccc4cccc2c34)cc1	i	-4	i	i	i	i	-5.3*	i	i	i	58*
32	CC(=O)C1=C(C)NC(SCc2cccc([N+](=O)[O-])c2)=C(C#N)C1c1ccco1 (stereo not drawn)	i	1	i	i	i	i	i	i	i	i	6
33	COc1ccc(NC(=O)CC2C(=O)N(CCc3ccccc3)C(=S)N2Cc2cccnc2)cc1 (stereo not drawn)	i	-2	i	i	i	i	i	i	i	25*	-6
34	CS(=O)(=O)N1CCN(C(=O)Cc2ccccc2)CC1	i	-3	i	i	i	i	i	i	i	i	0
35	CCC(CC)c1nnc(NC(=O)c2ccc(N3CCCCC3)c([N+](=O)[O-])c2)s1	i	-3	i	i	i	i	i	i	i	i	8
36	O=C(CSc1ncc(-c2ccccc2)[nH]1)Nc1ccccc1F	i	-3	i	i	i	i	i	i	i	i	8
37	Cc1ccc(CSCC(=O)NCc2cccs2)cc1	i	2	i	i	i	i	i	i	i	i	1
38	Cc1c(C(=O)Nc2ccc(F)cc2)oc2ccc(S(=O)(=O)N3CCC4(CC3)OCCO4)cc12	i	11	i	i	i	i	i	i	i	i	-5
39	CCN(C(=O)CSc1nc2ccc(OC)cc2[nH]1)c1c(N)n(Cc2ccccc2)c(=O)[nH]c1=O	i	-4	i	i	i	i	i	i	i	i	-2
40	CCOc1ccccc1C(=O)N(C)Cc1cc2cc(OC)ccc2[nH]c1=O	i	1	i	i	i	i	i	i	i	i	2
41	CCN(CC)C(=O)c1c(C)[nH]c(=S)c(C#N)c1-c1ccco1	i	11	i	i	i	i	i	i	i	i	0
42	COc1ccccc1C(=O)N1CCN(C(=O)c2oc3ccc(C)cc3c2C)CC1	i	-9	i	i	i	i	i	i	i	i	-2
43	COc1c(Cl)cc(Cl)cc1C(=O)Nc1ccc(NC(C)=O)cc1	i	-1	i	i	i	i	i	i	i	i	-3
44	O=C(NNC(=O)c1cnccc1C(F)(F)F)c1ccc(Cl)cc1	i	-4	i	i	i	i	i	i	i	i	1
45	CC(C)CCNC(=O)c1onc(CSc2nc3ccccc3[nH]2)c1C(=O)NCCC(C)C	i	-2	i	i	i	i	i	i	i	i	11
46	CS(=O)(=O)N1CCN(c2nc(-c3ccc(F)cc3)cs2)CC1	i	-6	i	i	i	i	i	i	i	i	-4
47	CC(C)OCCCNS(=O)(=O)c1ccc2c(c1)OCCO2	i	2	i	i	i	i	i	i	i	i	-3
48	COc1cc(NS(=O)(=O)c2ccc(NC(=S)NC(=O)c3sc4cc(F)ccc4c3Cl)cc2)nc(OC)n1	i	-7	i	i	i	i	i	i	i	i	35
49	O=c1c2ccccc2cnn1CCOc1ccccc1	i	0	i	i	i	i	i	i	i	i	9
50	COC(=O)c1ccc(Cn2nnc3ccccc3c2=O)o1	i	0	i	i	i	i	i	i	i	i	3

Continued:
No.	SMILES	MrgX1 agonist	HDAC3 inh	MrgX1 allo act	RGS4 inh	MrgX1 antag	TMEM16A act	TRPC6 inhibitor	TRPC6 activator	RGS4 act	ANO1 block	SKKanGAS inh
51	COC(=O)C1=C(C)NC(=O)NC1c1ccc(-c2ccc(F)cc2)o1 (stereo not drawn)	i	14	i	i	i	i	i	i	i	i	6
52	O=S(=O)(c1cccc(Br)c1)N1CCN(C(=S)NCC2CCCO2)CC1 (stereo not drawn)	i	1	i	i	i	i	i	i	i	i	3
53	COc1ccccc1NC(=O)CCc1nc(-c2ccccc2F)no1	i	0	i	i	i	i	i	i	i	i	-1
54	Cc1ccnc(NS(=O)(=O)c2ccc(CC(C)C)cc2)c1	i	-14	i	i	i	i	i	i	i	i	2
55	O=C(Nc1ccc(O)c(-c2nc3ccccc3o2)c1)C1(c2ccc([N+](=O)[O-])cc2)CCCC1	i	-4	i	i	i	i	i	i	i	i	3
56	O=c1c2cc(NC(=S)NCCCN3CCC(Cc4ccccc4)CC3)ccc2nc2n1CCCCC2	i	-1	i	i	i	i	i	i	i	i	4
57	CCOC(=O)CCCCC(=O)c1[nH]c(=O)[nH]c1CSc1nc2ccccc2[nH]1	i	2	i	i	i	i	i	i	i	i	-10
58	CC(C)C[C@H](NC(=O)c1nc[nH]c1C(=O)NCC(=O)OC(C)(C)C)C(=O)OCc1ccccc1	i	8	i	i	i	i	i	i	i	i	11
59	CC(=O)Nc1ccc(N2C(=O)CC(Sc3nc4ccccc4s3)C2=O)cc1 (stereo not drawn)	i	2	i	i	i	i	i	i	i	i	-10
60	CC(C)(C)CC(C)(C)NC(=S)Nc1ccc(S(=O)(=O)N2CCOCC2)cc1	i	3	i	i	i	i	i	i	i	i	-3
61	O=C(NNc1cc(Cl)ccc1Cl)C1CCC1	i	-6	i	i	i	i	i	i	i	i	-8
62	Cc1ccc2c(c1)N(CCC(=O)NC1CCCCC1C)C(=O)CO2 (stereo not drawn)	i	-5	i	i	i	i	i	i	i	i	0
63	C=CCn1c(SCc2cccc(C#N)c2)nnc1-c1ccccc1O	i	-3	i	i	-4.6*	i	i	i	i	i	-3
64	COc1ccc(NC(=O)CSc2ncnc3c2cnn3CCc2ccccc2)cc1	i	1	i	i	i	i	i	i	i	i	1
65	CCc1cc2c(C)cc(C)cc2nc1SCC(=O)Nc1cc(C)on1	i	-5	i	i	i	i	i	i	i	i	3
66	CCN1CCN(Cc2ccc(NC(=O)c3ccc(C)c(NC(=O)c4ccno4)c3)cc2C(F)(F)F)CC1	i	1	i	i	i	i	i	i	i	i	-3

Source: PubChem
